MITF act: MITF TRPM1 promoter activation in melanoma cells; SK-MEL-5 TRPM1-promoter luciferase, 24 h; % of positive control, neutral wells = 0; AID 588334; activation, % at 12.5 µM; 0.75% of 300,000 active;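 active means mean activation of at least 80% with every replicate also reaching 80%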;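 further: 0% = neutral control wells and 100% = parthenolide positive control wells; values of inactives mirror those of a sister screen read the other way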
CAL PDZ FP-1: human CAL PDZ-peptide interaction inhibition. AID 504414. 0.02% of 330,000 active. purified CAL PDZ, TMR-peptide fluorescence polarization, 1 h. Q9HD26. inhibition, % at 20 µM;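 active means highest replicate inhibition of at least 40%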;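 further: plate controls were DMSO neutral control wells for no effect and unlabeled competitor peptide control wells for full effect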
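Material – purified CerCALP PDZ construct · Detection – FP readout, S and P plane fluorescence · Measure – percent inhibition from loss of millipolarization · Controls – unlabelled peptide for full inhibition, DMSO wells as neutral · Probe or stimulus – TMR-labelled reporter peptide T*-PRC34 bound in PDZ groove · Times – 1 h at RT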
CAL PDZ FP-2: CAL PDZ (human) peptide binding inhibition; purified CAL PDZ, TMR-peptide fluorescence polarization, 1 h; inhibition, % at 24.9 µM; 0.92% of 300,000 active; AID 602252;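 active means mean inhibition of at least 30% with at least half of replicates also reaching 30%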;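 further: 0% = DMSO neutral control and 100% = excess unlabeled competitor peptide PRC23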
dFosB act: mouse delta FosB homodimer activation | P13346 | activation, % at 25 µM | purified delta FosB, TAMRA-CDK5 oligo fluorescence polarization; percent of positive-control signal above neutral wells | 0.99% of 340,000 active | AID 493131;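 active means mean activation above about 17%, with every replicate also reaching it, limit read from the data, passing the limit was not always enough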;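 further: fluorescence polarization rise as delta FosB binds a TAMRA Cdk5 AP-1 oligo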
CDK5 inh: CDK5/p35 (human) kinase inhibition; Q00535+Q15078; Recombinant CDK5/p35, ADP-Glo luminescence, 60 min; inhibition, % at 10 µM; 0.01% of 330,000 active; AID 488839;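 active means highest replicate inhibition of at least 50% and at least 75% of replicates reaching 50%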;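 further: plate controls were DMSO neutral control for no effect and GW8510 at 10 µM for full effect; many of its hits are not listed in these tables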
Target sequence (Q00535 whole entry, looked up): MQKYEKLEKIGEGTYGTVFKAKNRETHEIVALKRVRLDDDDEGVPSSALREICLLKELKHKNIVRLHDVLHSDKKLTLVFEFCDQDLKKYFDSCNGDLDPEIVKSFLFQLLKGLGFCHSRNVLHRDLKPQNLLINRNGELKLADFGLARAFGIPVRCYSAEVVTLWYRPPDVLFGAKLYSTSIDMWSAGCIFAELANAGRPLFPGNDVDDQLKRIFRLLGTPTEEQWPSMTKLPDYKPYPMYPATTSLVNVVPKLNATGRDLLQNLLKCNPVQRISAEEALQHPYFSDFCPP
Target sequence (Q15078 whole entry, looked up): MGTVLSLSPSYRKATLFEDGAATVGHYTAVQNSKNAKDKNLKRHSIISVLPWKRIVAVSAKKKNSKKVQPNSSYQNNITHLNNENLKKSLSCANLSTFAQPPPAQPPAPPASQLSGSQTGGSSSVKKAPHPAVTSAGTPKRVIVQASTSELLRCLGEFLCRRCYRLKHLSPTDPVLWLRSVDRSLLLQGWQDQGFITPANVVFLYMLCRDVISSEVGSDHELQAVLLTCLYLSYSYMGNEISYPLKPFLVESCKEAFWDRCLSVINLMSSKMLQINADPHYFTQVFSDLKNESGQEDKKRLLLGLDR
Wnt act: activators of Wnt/beta-catenin signaling. Wnt/beta-catenin reporter cell assay, activator, plate reader. activation, % at 9.35 µM. 1.2% of 300,000 active. AID 743398; in the data active means activation above about 30%, passing the limit was not always enough;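 further: 0% = neutral control wells and 100% = positive control wells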
Tat export inh: inhibitors of E. coli Tat protein transport; inhibition, % at 10 µM; E. coli MC4100 TorA-mCherry Tat export, fluorescence; 0.036% of 340,000 active;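 active means mean replicate inhibition at least 50% and at least half of replicates individually reaching 50%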;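 further: exported cargo escapes ClpAP degradation while cytoplasmic cargo is degraded and loses fluorescence; 0% = median of neutral control wells and 100% = median of NaSCN control wells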
cardiac RTF act: increases calcium sensitivity of human cardiac regulated thin filaments. 0.24% of 340,000 active. P19429+P45379. activation, % at 7.2 µM. AID 493008. IANBD-labeled TnC RTF fluorescence at EC20 calcium; 0% EC20 calcium, 100% full calcium;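 active means activation above the mean over all tested compounds plus 3 SD, cut at about 30% in these data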;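 further: rise in fluorescence read as greater calcium sensitivity of cardiac thin filaments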
Rtt109 Vps75: C. albicans Rtt109 histone acetyltransferase inhibition; 0.16% of 330,000 active; AID 540336; Q5AAJ8; purified Rtt109/Vps75, ThioGlo CoA-SH fluorescence, 4 h; inhibition, % at 34.9 µM;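 active means inhibition of at least 50% in every replicate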
Target sequence (Q5AAJ8 whole entry, looked up): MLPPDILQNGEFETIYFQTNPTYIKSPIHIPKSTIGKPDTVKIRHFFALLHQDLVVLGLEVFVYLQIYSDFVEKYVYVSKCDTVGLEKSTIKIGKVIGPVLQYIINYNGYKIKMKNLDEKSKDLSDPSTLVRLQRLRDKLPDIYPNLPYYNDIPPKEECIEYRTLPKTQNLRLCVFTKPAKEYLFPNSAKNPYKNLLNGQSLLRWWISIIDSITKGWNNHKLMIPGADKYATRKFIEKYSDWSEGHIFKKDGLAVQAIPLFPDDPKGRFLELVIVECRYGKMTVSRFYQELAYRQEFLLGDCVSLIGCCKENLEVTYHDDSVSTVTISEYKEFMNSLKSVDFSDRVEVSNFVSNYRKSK
V-ATPase pH: regulators of yeast V-ATPase proton transport; S. cerevisiae, pHLuorin cytosolic pH fluorescence; response, % at 10 µM; 0.37% of 350,000 active; AID 504577; in the data active means response mostly above about 7.3%, no sharp cut-off; inactive means mostly below about 5.4%; further: actives read high; inactives centre near 0; some compounds called inactive have numbers as strong as hits
* marks the source's active call; other numbers are inactive results; · = not tested or not shown; & = joins results of further samples. Outcome played no part in choosing rows. About 4.1% of those tested had a hit in this group.

#	SMILES	MITF act	CAL PDZ FP-1	CAL PDZ FP-2	dFosB act	CDK5 inh
1	N#Cc1ccc(COC(=O)C2CC(=O)N(CCc3ccccc3)C2)cc1 (stereo not given)	0.7	-1.2	-1.3	-5.0	1.9
2	COc1ccc(CNC(=O)COC(=O)Cc2ccc(Br)cc2)cc1	-5.2	-1.8	3.3	3.0	2.0
3	CCN(CC)c1ccc(NC(=O)C2=CCN(S(=O)(=O)c3ccc(F)cc3)CC2)c(C)c1	-10.6	0.5	·	0.3	0.4
4	C/C(=N/Nc1ccccc1[N+](=O)[O-])c1ccc([N+](=O)[O-])cc1	1.0	-0.8	1.2	0.0	-0.4
5	Cc1ccccc1-n1c(SCC(=O)c2c(N)n(C)c(=O)n(C)c2=O)nc2sc3c(c2c1=O)CCCC3	-14.0	-1.2	-2.8	3.8	-0.6
6	CC(C)Cn1c(SCC(=O)N2CCCCC2)nc2ccccc2c1=O	·	-0.8	-2.0	-7.1	-0.3
7	CC(=O)c1cccc(N=C2NC(=O)CS2)c1	-10.3	-0.8	-1.3	-2.0	2.4
8	CCN(CC)CCNC(=O)COc1ccc(OC)cc1	5.8&0.8	0.4&1.6	-1.5&-4.2	-1.6&-6.8	0.5&-1.3
9	Cc1ccccc1-c1noc(CCC(=O)NCC2CCCO2)n1 (stereo not given)	-8.2	-2.2	·	-11.6	-2.5
10	CCc1c(C)nc2cc(-c3ccccc3)[nH]n2c1=O	33.2	·	-3.3	-3.0	1.2

#	Wnt act	Tat export inh	cardiac RTF act	Rtt109 Vps75	V-ATPase pH
1	0.7	-1.5	4.8	-5.8	3.0
2	-0.8	-3.6	-3.8	·	2.4
3	-5.6	3.5	-5.2	-4.0	0.4
4	-2.3	-4.3	2.8	14.1	-0.2
5	-3.2	-9.6	5.1	2.6	0.6
6	7.1	6.7	-6.7	10.7	1.6
7	0.7	5.9	2.5	1.2	-1.0
8	-2.8&-1.6	-1.6&-3.2	-0.6&-4.8	-6.5&-8.5	-0.1&-3.8
9	·	-2.4	7.5	-8.6	3.9
10	19.1	-2.9	-7.7	-1.3	-0.8

New compounds follow.
#	SMILES	MITF act	CAL PDZ FP-1	CAL PDZ FP-2	dFosB act	CDK5 inh
11	Cc1nnc2c3ccccc3c(-c3cccc4ccccc34)nn12	3.8	-4.1	·	-11.7	-0.1
12	C=CCNC(=O)COc1cc(C)ccc1C	14.8	0.1	-3.4	-0.4	-0.3
13	Cc1cc(C)n(-c2nc(NCCO)c3c4c(sc3n2)CCCC4)n1	-5.5	0.0	-3.5	3.7	1.1
14	CS(=O)(=O)c1cccc(C(=O)Nc2nnc(C3=COCCO3)o2)c1	-5.2	0.3	-0.4	-4.7	0.7
15	Cc1cccc(OCC(=O)N/N=C/c2cc([N+](=O)[O-])ccc2N2CCOCC2)c1	1.5	-4.9	2.6	-2.7	0.3
16	O=C(Nc1cccc(C(=O)N2CCCCC2)c1)C1CCCCC1	-5.2	-1.1	-8.6	3.6	-0.6
17	O=C(CCCc1cccs1)Nc1nccs1	18.7	0.7	-3.5	-3.8	-0.9
18	COc1ccc2nc3ccccc3nc2c1NC(=O)c1ccc(Cl)cc1Cl	14.3	0.4	6.9	-5.6	0.3
19	O=C(C[n+]1ccc(-c2nnc3n2CCC3)cc1)c1ccc(Cl)cc1	10.4	0.4	-2.4	2.5	0.3
20	COc1ccc2c(c1OC)C(=O)OC2Nc1nc2ccccc2s1 (stereo not given)	·	-0.5	·	2.1	1.3

#	Wnt act	Tat export inh	cardiac RTF act	Rtt109 Vps75	V-ATPase pH
11	·	1.3	1.5	6.9	-2.8
12	-0.6	2.4	-3.4	0.2	1.6
13	·	-9.5	-1.8	-6.7	3.2
14	0.1	-11.5	1.1	-5.6	5.9
15	-6.8	-1.3	-7.7	-0.6	-1.0
16	-1.7	7.4	-2.5	-2.0	-3.3
17	-0.2	8.3	1.4	2.3	3.2
18	·	-2.8	360.7*	4.3	0.9
19	·	5.1	-3.6	2.1	-4.5
20	3.4	-2.2	-0.8	0.5	-5.1

(more compounds)
#	SMILES	MITF act	CAL PDZ FP-1	CAL PDZ FP-2	dFosB act	CDK5 inh
21	COc1ccc(S(=O)(=O)N2CCN(c3ccc4nnc(-c5ccccc5)n4n3)CC2)cc1	1.8	-5.3	·	11.1	-1.7
22	CCOc1ccc2ccccc2c1/C=N/NC(=O)CNC(=O)C(c1ccccc1)c1ccccc1	4.6	-2.5	-4.3	0.0	-0.4
23	Cc1ccc(NC(=O)NCCCN2CCCC2=O)cc1Cl	17.8	-2.8	-2.2	-2.7	0.7
24	CCCN(CCC)c1nc(N)c(C#N)c(CC#N)c1C#N	-2.5	-0.2	0.8	4.5	0.4
25	Cn1nc(C(=O)NC2CCC(O)CC2)c2ccccc2c1=O (stereo not given)	-2.4	-0.1	-6.4	-3.2	0.2
26	Cc1cc(OCC(=O)O)c2cccc(C)c2n1	·	-3.6	-4.1	-4.1	1.6
27	O=C(CN(c1ccc(F)cc1)S(=O)(=O)c1ccccc1)NCc1ccco1	·	-0.6	·	-11.0	-1.5
28	CC1CC(C)CN(C(=O)COc2ccc(-c3nnco3)cc2)C1 (stereo not given)	·	-0.2	-1.8	-11.9	-0.1
29	CCOC(=O)c1[nH]c(C)c(C(=O)NCCCOC(C)C)c1C	-2.1	1.2	·	1.7	-0.7
30	NS(=O)(=O)c1ccc(CCNC(=O)CCCNC(=O)c2ccc(Cl)cc2)cc1	-0.2	-0.2	0.6	0.7	0.2

#	Wnt act	Tat export inh	cardiac RTF act	Rtt109 Vps75	V-ATPase pH
21	-1.9	-9.0	-2.8	-19.5	-3.5
22	-6.3	5.5	0.5	-6.8	-1.3
23	6.6	-4.3	4.4	-7.9	-0.9
24	·	-10.1	2.2	-2.8	0.5
25	-3.5	1.7	0.7	-1.0	3.8
26	·	-14.7	9.0	-7.0	1.5
27	-0.3	6.9	-6.3	-10.6	0.2
28	·	-5.8	1.3	-8.9	0.3
29	-4.1	-7.5	6.1	-4.1	8.5
30	-3.5	-4.7	-5.8	-4.1	-2.4

Next records
#	SMILES	MITF act	CAL PDZ FP-1	CAL PDZ FP-2	dFosB act	CDK5 inh
31	O=C(COc1cccnc1[N+](=O)[O-])Nc1cccc(Br)c1	76.4	0.1	0.8	-5.3	-1.6
32	CCN(C(=O)N1CCOCC1)c1ccccc1	·	-2.7	-0.8	1.6	3.1
33	CCN(CC(=O)Nc1cc(Cl)ccc1C)C(=O)CSCc1ccc(C)cc1	4.4	-2.9	-0.8	-12.8	1.3
34	CCC(C)C(=O)Nc1ccc(OC)cc1[N+](=O)[O-] (stereo not given)	-3.0	-1.0	-9.8	-3.0	0.3
35	O=C(NC(=S)Nc1ccccc1N1CCCC1)c1ccccc1Br	-3.8	-4.8	-2.5	-17.7	0.5
36	CC1=C(C(=O)OCc2ccc3c(c2)OCO3)C(c2cccc([N+](=O)[O-])c2)NC(=O)N1 (stereo not given)	7.2	-0.4	·	-3.0	-0.9
37	Cc1noc(C)c1S(=O)(=O)Nc1ccc(C(=O)NCc2ccccc2)cc1	-8.7	-3.7	2.3	-9.9	1.7
38	CC1(C)CC(=O)CC2(C1)NCC(c1ccccc1Cl)c1c2[nH]c2ccccc12 (stereo not given)	-5.5	0.2	-2.9	-13.7	1.7
39	CCC[N+]1(CC#CCC(c2ccccc2)c2ccccc2)CCCCC1	-51.5	-0.8	-5.8	-4.9	0.6
40	O=C(Cc1nc(=O)c2ccccc2s1)Nc1ccccc1	·	-0.5	-4.0	2.8	0.8

#	Wnt act	Tat export inh	cardiac RTF act	Rtt109 Vps75	V-ATPase pH
31	22.9	-4.4	-2.8	-9.0	4.0
32	-0.9	1.9	0.8	0.1	3.4
33	-0.4	-29.9	-15.3	20.8	-3.8
34	-5.2	0.5	4.0	-5.5	2.4
35	3.6	17.7	0.6	13.2	-3.8
36	-2.0	-3.9	2.8	2.4	7.1
37	-0.9	-2.6	5.5	-1.0	11.0
38	-0.3	8.9	-0.6	2.4	2.2
39	-1.8	-14.5	-4.4	-5.3	0.3
40	·	-12.7	1.1	3.5	-0.8

2 records picked at random from the list so far:
#	SMILES	MITF act	CAL PDZ FP-1	CAL PDZ FP-2	dFosB act	CDK5 inh
31	O=C(COc1cccnc1[N+](=O)[O-])Nc1cccc(Br)c1	76.4	0.1	0.8	-5.3	-1.6
40	O=C(Cc1nc(=O)c2ccccc2s1)Nc1ccccc1	·	-0.5	-4.0	2.8	0.8

#	Wnt act	Tat export inh	cardiac RTF act	Rtt109 Vps75	V-ATPase pH
31	22.9	-4.4	-2.8	-9.0	4.0
40	·	-12.7	1.1	3.5	-0.8

Additional records
#	SMILES	MITF act	CAL PDZ FP-1	CAL PDZ FP-2	dFosB act	CDK5 inh
41	COc1ccccc1CNC(=O)C1CCN(S(=O)(=O)c2ccc3c(c2)CC(C)N3C(C)=O)CC1 (stereo not given)	-0.4	-1.8	-1.0	-3.5	0.2
42	COc1ccc(-c2ncccc2O)cc1	7.5	0.7	-1.7	-1.4	0.0
43	CC1(c2ccc3ccccc3c2)CCC(=O)O1 (stereo not given)	-6.5	0.0	4.3	0.4	-1.0
44	C/C=C/C(=O)NCCc1ccc(OC)c(OC)c1	3.6	-1.3	-2.8	-3.5	1.1
45	C[C@H](NC(=O)c1ccccc1)C(=O)N1CCN(c2ccccc2)CC1	-13.0	-2.4	-0.7	-0.4	-1.8
46	COc1ccccc1NS(=O)(=O)c1cccc(C(=O)N2CCCCCCC2)c1	0.7	-0.8	3.0	-0.8	1.1

#	Wnt act	Tat export inh	cardiac RTF act	Rtt109 Vps75	V-ATPase pH
41	1.4	-7.5	-0.8	2.3	-4.5
42	1.8	2.6	-1.3	-3.3	1.0
43	-0.2	-12.4	-0.8	0.4	0.1
44	-5.4	-0.8	-5.8	-2.8	-1.4
45	-1.7	3.0	13.6	-0.3	1.8
46	0.4	4.6	3.4	15.4	2.5

Compounds from the list above containing a Cl atom (6):
#	SMILES	MITF act	CAL PDZ FP-1	CAL PDZ FP-2	dFosB act	CDK5 inh
18	COc1ccc2nc3ccccc3nc2c1NC(=O)c1ccc(Cl)cc1Cl	14.3	0.4	6.9	-5.6	0.3
19	O=C(C[n+]1ccc(-c2nnc3n2CCC3)cc1)c1ccc(Cl)cc1	10.4	0.4	-2.4	2.5	0.3
23	Cc1ccc(NC(=O)NCCCN2CCCC2=O)cc1Cl	17.8	-2.8	-2.2	-2.7	0.7
30	NS(=O)(=O)c1ccc(CCNC(=O)CCCNC(=O)c2ccc(Cl)cc2)cc1	-0.2	-0.2	0.6	0.7	0.2
33	CCN(CC(=O)Nc1cc(Cl)ccc1C)C(=O)CSCc1ccc(C)cc1	4.4	-2.9	-0.8	-12.8	1.3
38	CC1(C)CC(=O)CC2(C1)NCC(c1ccccc1Cl)c1c2[nH]c2ccccc12 (stereo not given)	-5.5	0.2	-2.9	-13.7	1.7

#	Wnt act	Tat export inh	cardiac RTF act	Rtt109 Vps75	V-ATPase pH
18	·	-2.8	360.7*	4.3	0.9
19	·	5.1	-3.6	2.1	-4.5
23	6.6	-4.3	4.4	-7.9	-0.9
30	-3.5	-4.7	-5.8	-4.1	-2.4
33	-0.4	-29.9	-15.3	20.8	-3.8
38	-0.3	8.9	-0.6	2.4	2.2

Screens (PubChem)
